# Assay outcomes from PubChem.
# ARFGAP1 inhibitor: inhibitors of rat ARFGAP1. Arfgap1-stimulated ARF1 GTP hydrolysis, GDP FP detection. inhibition, % at 16.5 µM. 360,000 compounds, 0.26% hits. Q62848;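 active = inhibition above a per-plate limit, mean inhibition of low control wells plus 3 SD, cut at about 25% in these data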;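 also: 0% = DMSO wells with enzyme and 100% = wells lacking Arfgap1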
# Target sequence (Q62848 1-136 limits assumed): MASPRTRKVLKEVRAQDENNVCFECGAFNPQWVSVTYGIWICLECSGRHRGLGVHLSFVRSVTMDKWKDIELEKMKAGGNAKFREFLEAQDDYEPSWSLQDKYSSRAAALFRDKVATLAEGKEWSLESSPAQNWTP
#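 Assay system: purified rat His6-Arfgap1 residues 1-136 (GAP domain); Reagent: human Δ17 ARF1 bound to GTP; Dosing: 16.5 µM single point, 1.26% DMSO; Times: GTP hydrolysis reaction 2 h at 25 °C; Signal: FP, GDP Alexa 633 tracer displaced from anti-GDP antibody, 620/688 nm; Measure: % inhibition from polarization.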
# ADAM17 inh: ADAM17 inhibition, QFRET primary screen; P78536; recombinant ADAM17, EDANS/DABCYL FRET peptide cleavage; inhibition, % at 6.95 µM; 370,000 compounds, 0.83% hits; AID 720648;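 active = inhibition above the mean of compounds lying between control limits plus 3 SD, set per campaign, cut at about 8.5% in these data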;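 also: 0% = DMSO-only wells as the low control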
# MBD2 inh: blocks human MBD2 binding to methylated DNA. Q9UBB5. TR-FRET, MBD2 binding to methylated oligonucleotide. inhibition, % at 4.4 µM. 370,000 compounds, 0.31% hits. AID 686964; in the data active = inhibition above about 13%
# PLC-beta3 inh: PLC-beta3 (human) inhibition, primary screen; Purified PLC-beta3, fluorogenic substrate, fluorescence; inhibition, % at 12.2 µM; Q01970; 370,000 compounds, 0.18% hits; in the data active = inhibition above about 11%;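 also: 0% = median of compound wells on plate and 100% = full blocker control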
# PLC-gamma1 inh: blocks human PLC-gamma1 enzyme activity; 370,000 compounds, 0.84% hits; inhibition, % at 12.2 µM; purified PLC-gamma1, fluorogenic substrate, fluorescence; P19174; in the data active = inhibition above about 9.5%
# KLK7 zymogen act: activates the human kallikrein-7 zymogen; P49862; purified proKLK7, EDANS-DABCYL substrate fluorescence; 100% is mature enzyme control, 0% vehicle; activation, % at 7 µM; 370,000 compounds, 0.9% hits;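 active = activation above the mean of all tested compounds plus 3 SD, computed per campaign excluding outliers beyond control limits, cut at about 13% in these data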
# DDE Tn6 FP inh: disrupts Tn6 cyclic peptide binding to fibrin D-Dimer-E complex; AID 720509; Fibrin DD(E) TRITC-Tn6 fluorescence polarization displacement; inhibition, % at 8.3 µM; 370,000 compounds, 0.21% hits; P02675;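 active = inhibition above a per-campaign cutoff: mean of compounds within control limits plus 3 SD, cut at about 15% in these data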;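 also: 0% = median of all compound wells on the plate and 100% = blocking peptide control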
# Target sequence (P02675 whole entry, looked up): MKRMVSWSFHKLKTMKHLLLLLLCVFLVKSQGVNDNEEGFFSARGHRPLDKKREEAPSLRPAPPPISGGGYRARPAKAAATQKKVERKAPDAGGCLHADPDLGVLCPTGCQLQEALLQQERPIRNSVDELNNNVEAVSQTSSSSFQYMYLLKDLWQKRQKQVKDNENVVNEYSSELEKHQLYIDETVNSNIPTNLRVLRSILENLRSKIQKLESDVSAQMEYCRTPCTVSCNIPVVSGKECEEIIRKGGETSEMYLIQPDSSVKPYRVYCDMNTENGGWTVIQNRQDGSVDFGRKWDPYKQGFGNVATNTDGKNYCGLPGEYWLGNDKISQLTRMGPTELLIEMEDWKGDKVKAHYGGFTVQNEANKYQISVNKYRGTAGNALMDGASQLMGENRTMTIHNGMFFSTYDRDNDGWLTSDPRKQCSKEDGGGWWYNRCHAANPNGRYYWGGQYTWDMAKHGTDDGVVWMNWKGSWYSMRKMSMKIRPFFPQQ
# ASAP1 GAP inh: blocks human ASAP1-stimulated Arf1 GTP hydrolysis; Q9ULH1; GDP FP detection; inhibition, % at 16.5 µM; 360,000 compounds, 0.19% hits; in the data active = inhibition above about 25%;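 also: 0% = vehicle with enzyme and substrate and 100% = no enzyme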
# Target sequence (Q9ULH1 325-724 limits assumed): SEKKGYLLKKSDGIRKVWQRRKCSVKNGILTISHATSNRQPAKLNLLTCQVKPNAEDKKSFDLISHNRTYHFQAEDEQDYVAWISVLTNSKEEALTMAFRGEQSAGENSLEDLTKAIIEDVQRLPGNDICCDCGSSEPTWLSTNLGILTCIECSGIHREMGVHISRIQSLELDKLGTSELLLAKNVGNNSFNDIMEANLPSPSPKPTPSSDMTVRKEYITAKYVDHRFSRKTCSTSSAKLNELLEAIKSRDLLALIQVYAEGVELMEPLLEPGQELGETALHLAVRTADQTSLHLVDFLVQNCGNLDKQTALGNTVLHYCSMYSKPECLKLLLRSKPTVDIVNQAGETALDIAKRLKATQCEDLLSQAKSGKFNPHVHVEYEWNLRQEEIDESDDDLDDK
# UHRF1 binding: UHRF1 methyl-DNA binding inhibition; inhibition, % at 4.4 µM; UHRF1 binding to methylated oligo, TR-FRET; 370,000 compounds, 0.75% hits; Q96T88; AID 687016; in the data active = inhibition above about 21%;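 also: UHRF1 SRA domain binding a hemimethylated CpG hairpin DNA probe; 0% = median of test compound wells and 100% = reference inhibitor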
# DDE Tn7 FP inh: disrupts Tn7 cyclic peptide binding to fibrin D-Dimer-E complex; FP displacement of FITC-Tn7 peptide from fibrin DD(E); 0% = median of compound wells per plate; inhibition, % at 8.3 µM; 370,000 compounds, 0.13% hits; AID 720508;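 active = inhibition above the mean of compounds falling within the control limits plus 3 SD of them, cut at about 14% in these data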;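 also: 0% = plate median of compound wells and 100% = 10 µM Aha-Tn7 peptide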
#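 Assay system: Human clot-derived fibrin DD(E) complex | Buffer or medium: Tris/NaCl/CaCl2 buffer, pH 7.8 | Repeats: One replicate per compound | Benchmarks: Aha-Tn7 high control | Measure: % inhibition scaled between sample-field median and high-control FP | Schedule: 10 min plus 3 h, room temperature | Signal: Fluorescence polarization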
# * = called active by the depositor; . = not tested or not shown.
KLK7 zymogen act	ADAM17 inh	DDE Tn7 FP inh	MBD2 inh	ARFGAP1 inhibitor	PLC-beta3 inh	DDE Tn6 FP inh	ASAP1 GAP inh	PLC-gamma1 inh	UHRF1 binding	SMILES
0.2	0	0	-4	-14	-3	-1	-2	0	2	CCOC(=O)Cc1csc(NC(=O)Nc2cccc(OC)c2)n1
-0.3	0	4	7	-6	-10	-8	-10	2	-1	COc1ccc(CCn2c(C3CCCCC3)nc3c(c(=O)c4ccccc4n3C)c2=O)cc1
-0.2	-2	-4	6	4	-7	-11	17	-3	1	CCOC(=O)c1c(C)nc2cc(C)cc(C)n12
-0.6	-17	2	2	12	-27	0	-5	-21	0	COc1ccc(CC2(C)OC(c3ccc(Cl)cc3)=NN2C(C)=O)cc1 (stereo unspecified)
-0.5	2	-5	-6	-1	-4	-1	-7	2	1	CCCCn1c(N)c(N(CC(C)C)C(=O)c2cccc(S(=O)(=O)N3CCCCCC3)c2)c(=O)[nH]c1=O
-0.3	-3	3	5	-12	-6	-4	1	1	-1	COc1ccc(NC(=O)CCNS(=O)(=O)c2cccc3nonc23)c(OC)c1
0.4	-2	-5	-4	4	-3	9	2	-2	0	O=C(Nc1nnc(C2CC2)s1)C1CCCCC1
0.9	0	-3	3	-8	-5	7	3	-6	10	CCN(c1ccccc1)S(=O)(=O)c1ccc(Cl)c(NC(=O)COC(=O)c2ccc(Cl)c(N)c2)c1
0.3	-4	-2	0	-10	2	-6	3	0	-1	Cc1c(N=Cc2ccc(Br)s2)cccc1[N+](=O)[O-]
0.6	-22	-3	3	-3	-5	-7	6	2	4	CCN1C(=O)c2cccc3c(Cl)ccc(c23)C1=O
-0.3	-6	5	7	0	0	6	1	-1	15	CN1CCN(S(=O)(=O)c2ccc(NC(=O)COc3ccccc3)cc2)CC1
-0.6	4	3	-3	19	-28	0	25*	-13	-1	COc1ccc(-c2[nH]ncc2/C=N\NC(=O)c2ccc(Br)o2)cc1OC
0.7	2	0	2	-9	0	-3	14	1	-1	COc1cc2c(cc1NC(=O)C(c1ccccc1)c1ccccc1)CCCC2
0.5	1	-8	2	0	5	-6	-10	2	-6	CC(=O)N1CCc2cc(S(=O)(=O)NCCC(=O)Nc3cc(C)cc(C)c3)ccc21
-0.1	-2	-8	3	11	-6	-7	4	-2	0	Cc1ccc(C(=O)Nc2ccc3cn[nH]c3c2)cc1S(=O)(=O)N1CCOCC1
0.4	0	3	-1	-6	-11	0	1	-5	1	O=C(O)c1cccc(-c2ccc3c(c2)OCO3)c1
0.4	-1	2	0	-7	-7	6	3	-3	-1	CC(C)COc1cccc(C(=O)N(C)CC(=O)Nc2cccc3ccccc23)c1
0.1	4	-8	-4	0	-3	-4	-4	8	3	CC1CCN(C(=O)CCC(=O)Nc2ccc([N+](=O)[O-])cc2)CC1
0.5	-4	-3	7	1	-2	5	3	0	-2	C=CCC[C@@H](Cc1ccc(F)cc1)C(=O)OC[C@H](C)NC(=O)[C@@H](CC=C)CC(=O)N[C@@H](CO)Cc1ccccc1
0.3	4	5	-3	3	5	-1	-14	5	7	O=C(NCCN1CCN(c2ccccc2)CC1)C1CCN(S(=O)(=O)N2CCOCC2)CC1

# Later entries.
KLK7 zymogen act	ADAM17 inh	DDE Tn7 FP inh	MBD2 inh	ARFGAP1 inhibitor	PLC-beta3 inh	DDE Tn6 FP inh	ASAP1 GAP inh	PLC-gamma1 inh	UHRF1 binding	SMILES
-0.5	3	0	0	-8	4	0	-5	7	-2	O=C(c1ccc(N2CCCCC2)c([N+](=O)[O-])c1)N(Cc1ccccc1)c1ccccn1
-0.4	-4	0	1	7	0	-6	4	1	0	CCOC(=O)C1CCCCN1Cc1ccc(F)cc1 (stereo unspecified)
-0.1	-6	3	1	7	-41	-1	6	1	0	CC(C)(C)NC(=O)c1cc(F)c(F)cc1Cl
-0.1	7	5	4	-2	0	3	-12	-2	-2	O=C(Cc1ccc(Cl)cc1)Nc1ccc(SC(F)F)cc1
.	-2	-2	7	.	3	0	.	5	1	Cc1cccc2c1CCC1CN(Cc3ccccc3)S(=O)(=O)N21 (stereo unspecified)
0.5	-8	4	0	0	-29	5	8	-13	-4	CN(Cc1ccccn1)C(=O)CC1C(=O)NCCN1Cc1ccc(F)cc1Cl (stereo unspecified)
-0.2	-4	2	1	2	-8	4	-4	-4	2	O=c1cc(NCc2ccco2)[nH]c(=O)n1-c1ccc(Br)cc1
-0.3	0	-5	-3	3	-5	1	9	4	0	O=C(COC(=O)/C=C/c1ccc(C(F)(F)F)cc1)Nc1ccc2[nH]c(=O)[nH]c2c1
-0.6	-1	0	-1	11	-3	3	1	0	1	Cc1ccc(NC2c3ccccc3C(=O)N2c2cccnc2)cc1 (stereo unspecified)
0.4	-8	6	-4	.	-5	-1	.	-1	-2	COc1ccc2c(c1)CCCN2C(=O)C1CCCN(S(=O)(=O)c2cccc3cccnc23)C1 (stereo unspecified)
-0.1	0	-1	1	-10	2	-4	1	-1	-2	CC1CC(C)CN(c2nc(NCc3ccco3)nc(N)c2[N+](=O)[O-])C1 (stereo unspecified)
0.2	2	2	1	11	3	0	11	0	-1	O=C(c1ccco1)N1CCN(C(=O)c2cccc3c2C(=O)N(C2CCCCC2)C3)CC1
1.4	-4	-4	-2	-3	2	1	0	-2	-2	Cc1ccc(CN2CCNC(=O)C2CC(=O)N(C)CCc2ccccc2)cc1 (stereo unspecified)
0.1	-1	-1	-6	7	2	-6	2	7	-3	CCOC(=O)N1CCN(CC(=O)Nc2nc3ccccc3s2)CC1
-0.2	-3	-1	2	8	-33	-2	-5	-21	-1	NC(=O)c1c(NC(=O)c2ccccc2C(=O)O)sc2c1CCCC2
-1.7	-2	-3	-6	26*	-65	-5	12	-48	-1	COc1cccc(Nc2nc(-c3sc(NC(=O)c4ccccc4)nc3C)cs2)c1
0.0	2	4	-1	0	-2	2	-1	-1	-4	CCc1nnc2c(N(C)C)nc3ccccc3n12
-0.2	-4	7	0	0	-21	2	-14	1	-2	Cc1cccc(NC(=O)COc2ccc(Br)cc2C)n1
-0.8	-2	7	-2	5	2	-2	-4	-3	-1	CCCNC(=O)C1(C)CCCN(Cc2c(C)nn(-c3ccccc3)c2C)C1 (stereo unspecified)
0.0	2	1	2	5	6	-3	8	2	0	CCOC(=O)c1c(NC(=O)COC(=O)c2cccc([N+](=O)[O-])c2)sc(C(=O)N(C)C)c1C

# Further entries follow.
KLK7 zymogen act	ADAM17 inh	DDE Tn7 FP inh	MBD2 inh	ARFGAP1 inhibitor	PLC-beta3 inh	DDE Tn6 FP inh	ASAP1 GAP inh	PLC-gamma1 inh	UHRF1 binding	SMILES
-0.3	3	7	2	1	0	-2	3	3	-1	Nc1ncnc2c1ncn2[C@@H]1O[C@H](CNC(=O)[C@@H]2C[C@H](F)CN2)[C@@H](O)[C@H]1O
-0.3	1	8	0	3	14*	-2	-18	14*	-2	CN(C)S(=O)(=O)c1cccc(-c2nnc(SCCNCCO)n2-c2ccc(F)cc2)c1
-0.1	-4	3	8	-9	-11	1	-22	-7	-1	CC(=O)Nc1cncc(-c2cccc(N(C)C)c2)n1
0.3	-15	-9	-3	0	-93	-3	6	-59	2	c1ccn2cc(-c3ccc4c(c3)OCO4)cc2c1
-0.9	1	-3	-2	2	4	9	-12	4	1	CN(CC1COc2ccccc2O1)C(=O)c1cccc(S(=O)(=O)N2CCCC2)c1 (stereo unspecified)
-0.1	2	-4	1	-4	13*	-7	-9	7	0	O=[N+]([O-])c1ncn(Cc2ccccc2Cl)n1
0.3	-6	4	1	-1	-5	1	-2	1	2	O=C(CCC(=O)N(CC(=O)NC1CCCC1)Cc1cccs1)Nc1nccs1
-0.1	7	-4	-3	8	9	1	-5	2	0	C[C@@H]1CN([C@@H](C)CO)C(=O)c2cc(NC(=O)C3CC3)ccc2O[C@@H]1CN(C)C(=O)NC1CCCCC1
-4.6	-24	10	6	2	-216	-11	-12	-178	5	COc1cc2c(-c3ccc(O)cc3)nc3c(c(C)nn3-c3ccccc3)c2cc1OC
-0.1	1	-6	5	5	2	1	-1	4	-1	CCc1ccccc1NC(=O)CN1CCN(C(=O)c2cc(C3CC3)nn2-c2ccccc2)CC1
0.5	-4	5	-1	3	-1	1	-8	-3	-3	O=C(NCc1ccco1)C(=O)NCC1OCCN1S(=O)(=O)c1ccc(Cl)cc1 (stereo unspecified)
-0.5	0	0	-1	1	-8	0	6	-2	2	CC1Cc2ccccc2N1C(=O)c1ccc2nccnc2c1 (stereo unspecified)

# Retrieved by compound from the list above:
KLK7 zymogen act	ADAM17 inh	DDE Tn7 FP inh	MBD2 inh	ARFGAP1 inhibitor	PLC-beta3 inh	DDE Tn6 FP inh	ASAP1 GAP inh	PLC-gamma1 inh	UHRF1 binding	SMILES
-4.6	-24	10	6	2	-216	-11	-12	-178	5	COc1cc2c(-c3ccc(O)cc3)nc3c(c(C)nn3-c3ccccc3)c2cc1OC
-0.1	2	-4	1	-4	13*	-7	-9	7	0	O=[N+]([O-])c1ncn(Cc2ccccc2Cl)n1
-0.3	3	7	2	1	0	-2	3	3	-1	Nc1ncnc2c1ncn2[C@@H]1O[C@H](CNC(=O)[C@@H]2C[C@H](F)CN2)[C@@H](O)[C@H]1O
0.3	-6	4	1	-1	-5	1	-2	1	2	O=C(CCC(=O)N(CC(=O)NC1CCCC1)Cc1cccs1)Nc1nccs1
-0.9	1	-3	-2	2	4	9	-12	4	1	CN(CC1COc2ccccc2O1)C(=O)c1cccc(S(=O)(=O)N2CCCC2)c1 (stereo unspecified)
-0.1	7	-4	-3	8	9	1	-5	2	0	C[C@@H]1CN([C@@H](C)CO)C(=O)c2cc(NC(=O)C3CC3)ccc2O[C@@H]1CN(C)C(=O)NC1CCCCC1

# Profiles from above. Order of values: KLK7 zymogen act | ADAM17 inh | DDE Tn7 FP inh | MBD2 inh | ARFGAP1 inhibitor | PLC-beta3 inh | DDE Tn6 FP inh | ASAP1 GAP inh | PLC-gamma1 inh | UHRF1 binding
# Record of `CCc1ccccc1NC(=O)CN1CCN(C(=O)c2cc(C3CC3)nn2-c2ccccc2)CC1` = -0.1 | 1 | -6 | 5 | 5 | 2 | 1 | -1 | 4 | -1
# Record of `CC1Cc2ccccc2N1C(=O)c1ccc2nccnc2c1` (stereo unspecified) = -0.5 | 0 | 0 | -1 | 1 | -8 | 0 | 6 | -2 | 2
# Record of `C[C@@H]1CN([C@@H](C)CO)C(=O)c2cc(NC(=O)C3CC3)ccc2O[C@@H]1CN(C)C(=O)NC1CCCCC1` = -0.1 | 7 | -4 | -3 | 8 | 9 | 1 | -5 | 2 | 0
